GSK3B inh – human GSK3beta kinase inhibitors, primary screen, biochemical, cell-free homogeneous, HTS; Glycogen synthase kinase-3 beta (Homo sapiens), P49841; GST-GSK3beta kinase, ADP-Glo luminescence, 60 min; hits give low values; activity score (negative = inhibition), % at 10 µM; 300,000 compounds, 0.038% hits; AID 2097, 2009;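 active = more than half of replicate wells score below -50%, meaning over 50% inhibition versus plate controls; inconclusive = some replicates but at most half score below -50%; inactive = no replicate scores below -50%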;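 note: 0% = median DMSO wells and -100% = median GW8510 positive control wells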
Target sequence (P49841 whole entry, looked up): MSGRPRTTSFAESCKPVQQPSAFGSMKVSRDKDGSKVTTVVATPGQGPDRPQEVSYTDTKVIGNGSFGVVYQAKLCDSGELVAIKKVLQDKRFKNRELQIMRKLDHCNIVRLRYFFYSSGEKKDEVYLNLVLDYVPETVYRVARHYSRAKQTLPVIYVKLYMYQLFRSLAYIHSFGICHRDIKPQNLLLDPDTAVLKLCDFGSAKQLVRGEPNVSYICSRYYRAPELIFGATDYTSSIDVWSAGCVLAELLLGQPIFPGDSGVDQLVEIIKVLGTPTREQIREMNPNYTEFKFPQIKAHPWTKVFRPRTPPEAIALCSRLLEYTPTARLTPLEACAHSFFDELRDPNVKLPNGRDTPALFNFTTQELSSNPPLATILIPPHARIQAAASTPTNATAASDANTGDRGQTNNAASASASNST
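Assay system: GST-tagged human GSK3beta kinase, cell-free; Input: 1.6 ng GSK3beta; Medium: Tris/MgCl2 kinase buffer; Timing: 60 min enzyme reaction, room temperature; Signal: ADP-Glo luminescence quantifying ADP generated by kinase; Evaluation: score relative to plate controls; Benchmarks: DMSO neutral wells and GW8510 at 20 µM as positive.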
HDAC3 inhib – HDAC3 deacetylase inhibitors, primary screen, biochemical, fluorescence, cell-free homogeneous; Histone deacetylase 3 (Homo sapiens), O15379; recombinant HDAC3, fluorogenic peptide/trypsin coupled; inhibition, % at 8.3 µM; 320,000 compounds, 0.15% hits; AID 2718, 2010; in the data active = inhibition above about 26%, passing the limit was not always enough; inconclusive = no clear call, values can overlap the other calls
HSF1 inh – HSF1 inhibitors in luciferase reporter cells, primary screen, cell-based, NIH3T3, luminescence | 300,000 compounds, 0.77% hits | activity change, negative = inhibition, % at 7.5 µM (by protocol) | AID 2098, 2009 | NIH3T3-HGL HSE-luciferase, MG132-induced, luminescence 8 h; hits give low values;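 active = more than half of replicate wells show activity change below -50%, luminescence cut by over half; inconclusive = some wells, but at most half, below -50%; inactive = no replicate well below -50%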;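 note: luciferase reports HSF-1 transcriptional activity via heat shock element; 0% = median of DMSO wells and -100% = zero luminescence signal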
HSP90 refold inh – HSP90 inhibitors, primary screen, cell lysate, luminescence | Heat shock protein HSP 90 (rabbit reticulocyte lysate; luciferase refolding) | AID 1789, 2009 | inhibition, % at 5.6 µM | Rabbit reticulocyte lysate, luciferase refolding luminescence, 3 h | 290,000 compounds, 0.91% hits;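 active = inhibition above the screen-wide mean plus 3 SD, computed separately per campaign, cut at about 16% in these data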;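 note: 0% = DMSO wells and 100% = 60 µM geldanamycin wells; inhibitors lower the luminescence because luciferase stays unfolded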
AI-2 QS modul – Vibrio harveyi AI-2 quorum sensing modulators, primary screen, JMH597 strain, luminescence/OD600 ratio. activity change, % at 7.5 µM. 300,000 compounds, 0.4% hits. AID 2094, 2009. Vibrio harveyi JMH597 AI-2 luminescence/OD600 ratio, 9 h; hits give low values; strain lacks LuxN and CqsS sensors; 0 = neutral-control median; in the data active = activity change below about -75%, passing the limit was not always enough; inconclusive = no clear call, values can overlap the other calls;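 note: luminescence divided by OD600 gain over 9 h not by final OD600 alone; inactives centre near 13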
Platelet DG rel – inhibitors of platelet dense granule secretion, primary screen, cell-based, MLPCN, human platelets; human platelet-rich plasma, SFLLRN dense granule ATP release, luminescence; inhibition, %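 (compounds screened at 7.5 µM in platelet-rich plasma)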; 300,000 compounds, 0.22% hits; AID 1663, 2009;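 active = mean replicate score, as percent of positive control, at or above 50; inconclusive = mean below 50 but at least one replicate at or above 50; inactive = mean and every replicate below 50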
Dyrk1A ADPGlo – rat Dyrk1A kinase inhibitors, primary screen, biochemical, single point, plate reader; Dual specificity tyrosine-phosphorylation-regulated kinase 1A (Rattus norvegicus), Q63470; ADP-Glo luminescence, NFATc1 peptide; inhibition, % at 12.5 µM; 310,000 compounds, 0.43% hits; AID 504441, 2011; in the data active = inhibition above about 50%;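 note: plate controls were vehicle with enzyme for no effect and no enzyme for full effect; many of its hits are not listed in these tables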
PolyA inh – polyadenylation inhibitors in yeast reporter cells, primary screen, luminescence, S. cerevisiae | S. cerevisiae SKY197-pL101 polyadenylation reporter, beta-gal luminescence; efflux-impaired pdr1/pdr3 knockout yeast; score 100 = 6 SD above DMSO | calls only at 12 µM | 300,000 compounds, 0.02% hits | AID 1875, 2009;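 active = lowest replicate activity score at least 50, where 100 means six control SD above control mean; inconclusive = lowest score under 50 but half or more replicates reach 50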;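 note: yeast exposed to compound for 9 h at 30 °C; higher score means more reporter readthrough which indicates perturbed polyadenylation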
GSK3A inh – blockers of GSK3A enzyme activity – biochemical, luminescence, cell-free homogeneous, HTS, primary screen | Glycogen synthase kinase-3 alpha (Homo sapiens), P49840 | GSK-3 alpha kinase, ADP-Glo luminescence, 60 min | inhibition, % at 10 µM | 320,000 compounds, 0.1% hits | AID 2650, 2010;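 in the data active = inhibition above about 50%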;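 note: GST-tagged GSK-3 alpha with peptide substrate and 25 µM ATP; 0% = DMSO neutral wells and 100% = GW8510 positive control wells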
Target sequence (P49840 whole entry, looked up): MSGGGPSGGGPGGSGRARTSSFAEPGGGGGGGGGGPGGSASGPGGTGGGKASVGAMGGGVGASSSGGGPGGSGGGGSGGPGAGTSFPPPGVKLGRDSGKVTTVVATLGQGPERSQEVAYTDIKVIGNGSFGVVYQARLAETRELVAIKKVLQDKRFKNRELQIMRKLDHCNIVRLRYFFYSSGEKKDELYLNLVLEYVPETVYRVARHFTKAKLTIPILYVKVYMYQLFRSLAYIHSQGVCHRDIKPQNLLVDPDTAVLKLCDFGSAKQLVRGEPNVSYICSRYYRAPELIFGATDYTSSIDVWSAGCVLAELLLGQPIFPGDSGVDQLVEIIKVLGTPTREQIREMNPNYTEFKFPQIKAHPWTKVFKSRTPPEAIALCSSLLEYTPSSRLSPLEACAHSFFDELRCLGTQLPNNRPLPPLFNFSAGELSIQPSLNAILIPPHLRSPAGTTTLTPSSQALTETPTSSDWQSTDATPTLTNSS
HSF-1 act – HSF-1 activators, primary screen, NIH3T3-HGL cells, MG132 stress, luminescence, single point. activation, % at 9 µM. NIH3T3-HGL HSF-1 luciferase reporter, 8 h; 100% = twice DMSO control signal. 300,000 compounds, 1.7% hits. AID 504408, 2011;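 active = mean replicate activation of at least 50% with a set share of replicates each reaching 50%; inconclusive = only one of those two conditions met; inactive = mean below 50% and too few replicates reaching it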;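 note: 0% = median of the neutral control wells and 100% = twice that signal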
Active calls of the source: *; i = inactive; u = inconclusive; x = no result given. An excerpt. The share of hits here may be higher or lower than overall.

Platelet DG rel	Dyrk1A ADPGlo	HDAC3 inhib	HSF-1 act	GSK3A inh	AI-2 QS modul	HSP90 refold inh	GSK3B inh	PolyA inh	HSF1 inh	compound
-3	x	5	40	-4	17	2	-7	i	-9	CN(C)CCCNC1=CC(=O)CC(c2ccccc2)C1 (centres undefined)
7	-11	-7	-3	0	21	1	0	i	-6	CN(C)c1ccc(C(=O)N2CCNC(=O)C2CC(=O)Nc2ccc(F)cc2)cc1 (centres undefined)
-11	-3	2	20	-4	11	-3	1	i	25	CC(=O)c1cccc(OCc2cc(C(=O)N(C)CCC3CCOCC3)no2)c1
2	0	-2	1	-2	8	-5	-3	i	5	O=C(/C=C/c1cccc([N+](=O)[O-])c1)NCCc1ccc(F)cc1
u	4	0	-7	-2	1	0	1	i	-3	CC(C)(C)C1CCc2c(sc(NC(=O)c3cc(C4CC4)on3)c2C#N)C1 (centres undefined)
u	6	4	0	-1	21	2	0	i	-1	C=CCn1c(SCC(=O)Nc2sc3c(c2C#N)CCC3)nnc1C1COc2ccccc2O1 (centres undefined)
1	-4	10	9	-2	7	3	3	x	0	Cc1[nH]c2ccc(Br)cc2c(=O)c1CN1CCCCC1
12	-10	1	-11	x	12	2	2	i	-13	CN(C)S(=O)(=O)c1ccc2oc(SCC(N)=O)nc2c1
-5	3	6	10	-3	9	3	-2	i	4	O=C(C1=C(O)C(=O)N(CC2CCCO2)C1c1ccccc1)c1ccco1 (centres undefined)
-8	1	-3	3	-1	8	-3	-3	i	1	COCCN(CCOC)C(=O)c1sc2nc(-c3ccccc3)cn2c1C
15	-8	-2	13	1	16	3	2	i	-4	COc1cccc(CN2CCN(Cc3ccc(C)o3)CC2CCO)c1 (centres undefined)
-2	1	5	-13	1	23	-1	1	i	-6	Cn1c(=O)cc(N2CCc3ccccc32)[nH]c1=O
9	4	3	7	-2	28	-2	1	i	8	CN(C(=O)c1ccco1)c1nc(CC(=O)Nc2ccccc2)cs1
0	3	-2	u	-2	5	2	-2	i	26	C/C(=N/NC(=O)c1ccco1)c1ccc(NC(=O)c2ccc(Br)o2)cc1
0	0	-4	7	-3	18	x	2	i	-6	CNC(=O)[C@@]1(Cc2ccccc2)C=C[C@@H](C)N1C(=O)OC
14	-4	-1	-12	1	6	2	0	i	-11	CN(C)CCCNC(=O)CCc1nc2ccccc2c(=O)[nH]1
4	0	-6	0	-2	13	-1	3	i	-5	COc1ccccc1/C=C1/C(=O)ON=C1C
-4	4	1	-32	-3	x	-3	x	i	-30	O=C(CN1CCC(NC(=O)Nc2ccccc2)CC1)Nc1ccccc1F
-6	17	0	4	-2	18	x	2	i	8	CCCN(Cc1nnc(-c2ccccc2Cl)o1)C(=O)c1cc2ccccc2o1
13	1	4	31	0	16	2	-6	i	13	COc1cc(CNCCc2ccc(F)cc2)ccc1OCc1ccc(Cl)nc1

(list continues)
Platelet DG rel	Dyrk1A ADPGlo	HDAC3 inhib	HSF-1 act	GSK3A inh	AI-2 QS modul	HSP90 refold inh	GSK3B inh	PolyA inh	HSF1 inh	compound
-2	-3	1	13	1	48	-7	1	i	3	O=C(NC1CCCCC1)C(c1ccncc1)N(C(=O)c1csnn1)c1ccc(F)cc1 (centres undefined)
18	6	2	-18	-2	18	1	0	i	0	COc1ccc(C(C)=O)cc1CSc1nnc(Nc2ccc(C)cc2)s1
14	-2	7	13	2	21	2	2	i	-8	COc1ccc(NS(=O)(=O)c2cc([N+](=O)[O-])ccc2N/N=C\c2c(C)[nH]c3ccccc23)cc1
-3	5	-3	12	2	3	1	0	i	3	Cc1ccc(-c2nnc(NC(=O)Cc3ccc(F)cc3)o2)c(C)c1
-2	49	12	-52	-4	22	2	-2	i	-45	CCOC(=O)c1ccc(NC(=S)NNC(=O)C2(C)CC2(Cl)Cl)cc1 (centres undefined)
-2	-6	-8	6	-1	9	0	-1	i	-2	Cc1ccc(OCC(O)CN2C(=O)NC(C)(C)C2=O)cc1 (centres undefined)
-3	-4	7	1	-3	38	-5	-1	i	-9	CC(=O)C1C(c2ccc(Br)cc2)C2C(C)=NN=C2CC1(C)O (centres undefined)
2	-5	0	4	-3	0	0	2	i	-8	O=C(c1ccccc1)c1ccc(OCCCCN2CCCCC2)cc1
0	6	5	21	-3	20	1	0	i	-4	CC1Cc2nc(SCC(=O)N3CCN(c4ccccc4)CC3)n(C)c(=O)c2S1 (centres undefined)
4	-4	15	16	-1	15	2	1	i	17	CCOC(=O)Cn1nnnc1CN(Cc1ccccc1)Cc1cc2cc(CC)ccc2[nH]c1=O
4	-3	1	5	-2	21	-7	1	i	-2	Cc1ccc(CN2CCC(Oc3cccc(C(=O)NCc4cccnc4)c3)CC2)o1
-4	-1	-3	58*	0	7	3	-1	i	32	Cc1ccc2c(c1)sc1nc(=O)n(-c3ccccc3)c(=O)n12
17	-3	1	-3	-1	5	-2	1	i	9	O=C(c1ccc(C(F)(F)F)cc1)C1CCCN(C(=O)CN2C(=O)CSC2=O)C1 (centres undefined)
-4	5	6	-1	-1	9	3	3	i	-6	COc1ccc(OC)c(NC(=O)C2CC(=O)N(CCc3ccccc3)C2)c1 (centres undefined)
7	-4	-1	-7	-1	21	-2	1	i	-7	Cc1ccc2c(c1)N(CC(=O)NC1CCCCC1C)C(=O)CO2 (centres undefined)
-9	4	9	-8	0	8	-1	1	i	-7	COc1ccc(N2CCN(CC(=O)Nc3cc(C)on3)CC2)cc1
7	-1	-1	18	1	40	-5	3	i	14	COc1ccc(C(=O)CC(=O)c2ccc(C)cc2)c(O)c1
-3	5	-4	-2	-3	10	-2	3	i	-3	CCC(C)[C@H](NC(=O)N1CCC(C)CC1)C(=O)OC (some centres undefined)
-1	-2	2	48	13	16	1	3	i	27	CCN(CC)C(=O)CSc1ncnc2sc(-c3ccccc3)cc12
-2	-3	x	-7	2	18	-2	0	i	-2	Cc1ccc(NC(=O)CN(C)S(=O)(=O)c2cccc3nsnc23)cc1C

Some of these compounds in order of SMILES length, smallest number first:
Platelet DG rel	Dyrk1A ADPGlo	HDAC3 inhib	HSF-1 act	GSK3A inh	AI-2 QS modul	HSP90 refold inh	GSK3B inh	PolyA inh	HSF1 inh	compound
-9	4	9	-8	0	8	-1	1	i	-7	COc1ccc(N2CCN(CC(=O)Nc3cc(C)on3)CC2)cc1
18	6	2	-18	-2	18	1	0	i	0	COc1ccc(C(C)=O)cc1CSc1nnc(Nc2ccc(C)cc2)s1
-2	49	12	-52	-4	22	2	-2	i	-45	CCOC(=O)c1ccc(NC(=S)NNC(=O)C2(C)CC2(Cl)Cl)cc1 (centres undefined)
17	-3	1	-3	-1	5	-2	1	i	9	O=C(c1ccc(C(F)(F)F)cc1)C1CCCN(C(=O)CN2C(=O)CSC2=O)C1 (centres undefined)
4	-4	15	16	-1	15	2	1	i	17	CCOC(=O)Cn1nnnc1CN(Cc1ccccc1)Cc1cc2cc(CC)ccc2[nH]c1=O
14	-2	7	13	2	21	2	2	i	-8	COc1ccc(NS(=O)(=O)c2cc([N+](=O)[O-])ccc2N/N=C\c2c(C)[nH]c3ccccc23)cc1

Next results:
Platelet DG rel	Dyrk1A ADPGlo	HDAC3 inhib	HSF-1 act	GSK3A inh	AI-2 QS modul	HSP90 refold inh	GSK3B inh	PolyA inh	HSF1 inh	compound
0	0	2	-1	1	13	x	3	i	-7	C=CCC(COCc1ccccc1)NS(=O)(=O)c1ccccc1Br (centres undefined)
1	10	-3	10	x	33	5	1	i	8	Cc1ccc(-c2cc(=O)[nH][nH]2)c(C)c1
-3	-3	x	32	x	9	0	3	i	10	CC(C)C(NS(=O)(=O)c1ccc(Br)s1)C(=O)O (centres undefined)
0	5	9	0	0	12	8	3	i	0	O=C(Cc1ccccc1)Nc1cc(C(=O)c2ccccc2)ccc1N1CCOCC1
0	2	-5	-15	-6	17	-1	4	i	-3	CCCc1cc(C(=O)Nc2ccccc2C(=O)OC)no1
1	2	1	10	-1	38	-4	2	i	-7	COc1cc(Cl)c(C)cc1NC(=O)c1ccc(S(C)(=O)=O)cc1
2	1	4	12	-1	28	0	4	i	-5	CCC1=Nc2cc(C(=O)O)ccc2Sc2ccc(Cl)cc21
2	-4	6	-4	-2	2	-5	-1	i	0	CCN(CC)C(=O)Cn1cnc2sc(C)c(S(=O)(=O)N3CCC(C)CC3)c2c1=O
3	4	7	-46	-2	3	-2	-1	i	-36	CN(CCC(=O)c1ccccc1)CCC(=O)c1ccccc1
14	-1	0	4	1	19	-4	-4	i	15	Cc1cc(C)cc(N2C(=O)CC(Sc3nnnn3-c3ccccc3)C2=O)c1 (centres undefined)
-14	17	x	0	x	14	-1	1	i	4	O=C(Nc1nnc(-c2ccc3c(c2)OCCO3)o1)c1ccc(Cc2ccccc2)cc1
-1	7	-5	9	x	-11	3	-1	i	3	Cc1cc(NC(=O)COC(=O)c2n[nH]c3ccccc23)no1
-2	2	-1	29	0	-3	-4	-1	i	7	O=C(c1cc2cc(Cl)ccc2o1)N1CCCC1
86*	3	-2	17	-1	11	3	-6	i	12	Oc1c(/C=N/c2ccccn2)sc2ccccc12

4 entries from above in a different format.
Values in the order – Platelet DG rel, Dyrk1A ADPGlo, HDAC3 inhib, HSF-1 act, GSK3A inh, AI-2 QS modul, HSP90 refold inh, GSK3B inh, PolyA inh, HSF1 inh
CC(C)C(NS(=O)(=O)c1ccc(Br)s1)C(=O)O (centres undefined)
 : -3, -3, x, 32, x, 9, 0, 3, i, 10
O=C(Cc1ccccc1)Nc1cc(C(=O)c2ccccc2)ccc1N1CCOCC1
 : 0, 5, 9, 0, 0, 12, 8, 3, i, 0
CCCc1cc(C(=O)Nc2ccccc2C(=O)OC)no1
 : 0, 2, -5, -15, -6, 17, -1, 4, i, -3
COc1cc(Cl)c(C)cc1NC(=O)c1ccc(S(C)(=O)=O)cc1
 : 1, 2, 1, 10, -1, 38, -4, 2, i, -7
